PNC inhibitor = High Content Assay for Compounds that inhibit the Assembly of the Perinucleolar Compartment | PC3M PTB-GFP, PNC prevalence imaging, 16 h; hits give low values | activity change (PNC), negative = inhibition, % at 10 µM | 3.1% of 140,000 active | AID 2417, 2010;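 active = readout at or below -70, meaning at least 70% loss of cells showing the perinucleolar compartment, a nuclear body marking cancer cells; inconclusive = readout between -30 and a set limit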;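 note: plate controls were DMSO wells for no effect and camptothecin positive control wells for full effect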
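Read-out is percentage of cells bearing a perinucleolar compartment, from automated 20x imaging of fixed, Hoechst-stained PC3M PTB-GFP cells. Cells were seeded 4 h, then exposed 16 h to compound (23 nl of library stock) in duplicate plates.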
ALOX12 inhib = qHTS Assay for Inhibitors of 12-hLO (12-human lipoxygenase). Polyunsaturated fatty acid lipoxygenase ALOX12 (Homo sapiens), P18054. purified 12-hLO, xylenol orange hydroperoxide absorbance. Potency, µM (highest dose often 57.1 µM), without a hit: top-dose activity change, negative = inhibition, most hits filed as inhibitors. 0.12% of 150,000 active; note: potency is the fitted concentration of half-maximal effect; nearly all actives have a fitted effect of over 55% in size; many of its hits are not listed in these tables
Target sequence (P18054 whole entry, looked up): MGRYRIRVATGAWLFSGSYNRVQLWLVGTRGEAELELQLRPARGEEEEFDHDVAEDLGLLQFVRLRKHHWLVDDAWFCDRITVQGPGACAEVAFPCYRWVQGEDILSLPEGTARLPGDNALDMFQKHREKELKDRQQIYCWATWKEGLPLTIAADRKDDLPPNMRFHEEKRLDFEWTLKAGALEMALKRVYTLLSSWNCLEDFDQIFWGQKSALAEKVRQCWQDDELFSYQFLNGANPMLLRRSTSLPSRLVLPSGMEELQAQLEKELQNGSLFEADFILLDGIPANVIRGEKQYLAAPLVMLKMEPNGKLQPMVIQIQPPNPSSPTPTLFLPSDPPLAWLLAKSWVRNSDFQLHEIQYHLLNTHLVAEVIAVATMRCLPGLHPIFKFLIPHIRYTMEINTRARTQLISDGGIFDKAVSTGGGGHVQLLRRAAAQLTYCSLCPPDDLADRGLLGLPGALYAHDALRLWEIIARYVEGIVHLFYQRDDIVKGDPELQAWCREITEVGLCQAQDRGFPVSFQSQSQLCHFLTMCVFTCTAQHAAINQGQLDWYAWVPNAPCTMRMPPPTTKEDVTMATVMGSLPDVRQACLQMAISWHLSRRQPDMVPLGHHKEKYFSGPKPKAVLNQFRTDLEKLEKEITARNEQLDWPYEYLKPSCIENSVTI
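Purified human 12hLO (150 nM), preincubated 15 min with compound, then 40 uM arachidonic acid for 30 min, room temperature, Hepes pH 7.0 with 0.01% Triton X-100. Hydroperoxide detected by ferrous iron/xylenol orange; 573/405 nm absorbance ratio gives reaction progress.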
15-hLO-2 inh = qHTS Assay for Inhibitors of 15-hLO-2 (15-human lipoxygenase 2). 0.56% of 110,000 active. purified 15hLO-2, xylenol orange hydroperoxide absorbance. Potency, µM (titrated, usually from 57.1 µM), for the others: top-dose activity change, negative = inhibition, actives largely listed as inhibitors; note: potency is the fitted concentration of half-maximal effect; nearly all actives have a fitted effect of over 60% in size; many of its hits are not listed in these tables
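Read-out: hydroperoxide product oxidises ferrous iron, measured as xylenol orange complex via the 573-to-405 nm absorbance ratio after 30 min. Reaction: 50 nM enzyme, 15 min compound preincubation, 45 uM arachidonic acid, 90 min RT, Hepes pH 7.5 with Triton X-100.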
IMPase inh = qHTS Assay for Identifying the Cell-Membrane Permeable IMPase Inhibitors | CHO-M1 cells, IP1 accumulation, HTRF TR-FRET ratio | 120,000 tested, under 10 active | inhibition (IP1 accumulation), % at 46.1 µM | Inositol monophosphatase 1 (Rattus norvegicus), P97697; active = well fitted curve in the direction sought with a large enough effect in the signal ratio, not every such curve was filed as active; inconclusive = small, poorly fitted or top-dose-only effect, or a change in a side signal; inactive = no such curve, though single readings can be large or run the other way; the % refers to the signal ratio;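 note: cells stimulated with carbachol in lithium chloride buffer; plate controls were DMSO basal wells for no effect and reference inhibitor wells for full effect; higher means more IMPase inhibition seen as more IP1 and lower FRET ratio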
Target sequence (P97697 whole entry, looked up): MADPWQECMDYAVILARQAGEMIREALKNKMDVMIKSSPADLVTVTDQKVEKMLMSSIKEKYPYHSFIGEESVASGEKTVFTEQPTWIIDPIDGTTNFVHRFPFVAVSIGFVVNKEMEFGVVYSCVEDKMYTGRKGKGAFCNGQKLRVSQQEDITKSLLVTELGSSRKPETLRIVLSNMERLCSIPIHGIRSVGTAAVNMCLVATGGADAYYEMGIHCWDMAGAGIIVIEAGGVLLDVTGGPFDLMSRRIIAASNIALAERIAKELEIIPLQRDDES
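Cellular IMPase inhibition is scored as a rise in cytosolic IP1, detected by competitive TR-FRET between d2-labelled IP1 and a europium anti-IP1 antibody. M1-expressing CHO cells were stimulated with carbachol for 30 min at 37C, with lithium (50 mM LiCl) present in the buffer.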
* = called active by the depositor; ? = inconclusive; . = no result given; & = joins results of further samples; [ ] = another dose, or the depositor's remark. Unless noted, calls come from the whole dose curve; as a rule, active = well fitted curve in the direction sought with a large enough effect; inconclusive = small, poorly fitted or top-dose-only effect, or another doubt; inactive = no such curve, though single readings can be large; an effect the other way counts as inactive or inconclusive. Unless noted, % is set by controls: 0 for no effect and ±100 for the full control effect. The list is partial, so the mix of outcomes need not match the whole.

SMILES,IMPase inh,PNC inhibitor,ALOX12 inhib,15-hLO-2 inh
CCOc1ccc(NC(=O)CC2C(=O)N(c3ccc(OC)cc3)C(=O)N2CCc2cccs2)cc1 (configuration not stated),.,-15,-1%,.
C=CCN1C(=O)C(Cc2ccccc2)SC1=Nc1ccc(C(=O)O)cc1 (configuration not stated),10,28,-6%,.
Cc1ccc2[nH]c(=O)c(-c3nc4ccccn4c3NCc3ccco3)cc2c1,4,?,3%,-2%
CCCCCCCCCCC/C=C\C(C)(C)/C=C\CCCC(=O)O,1,.,1%&-3%,-8%
CN(C)c1ccc(C(CNC(=O)c2ccc(F)cc2)c2c[nH]c3ccccc23)cc1 (configuration not stated),.,?,0%,.
O=C(/C=C/c1ccc(Br)cc1)c1ccco1,.,48,1%,.
Cc1ccc([N+](=O)[O-])cc1N/C=C/C(=O)c1ccco1,-1,2,-15%,-3%
CN1CCN(c2nc3c(c(=O)[nH]c(=O)n3C)n2CCSc2ncccn2)CC1,-2,-13,-7%,2%
CCCN1C(=O)SC(CC(=O)Nc2cccc3ccccc23)C1=O (configuration not stated),.,-25,1%,.
Cc1ccc(N(C(=O)CCC(=O)Nc2cc(C)on2)C(C(=O)NC2CCCC2)c2cccs2)cc1 (configuration not stated),-2,?,-9%,-5%
CC(=O)c1ccc(NC(=O)CN2C(=O)COc3ccc(Cl)cc32)cc1,2,-6,0%,2%
S=C(NC1CCCCC1)N(CCc1nc2ccccc2[nH]1)C1CCCC1,.,-10,?,.
O=C(Cc1ccccc1)N/N=C/c1cc(Br)c(Br)o1,1,54,-10%,-7%
Cn1cc(/C=N\NC(=O)C2COc3ccccc3O2)c2ccccc21 (configuration not stated),.,?,-2%,.
COc1ccccc1CC(Cc1nc2ccccc2[nH]1)c1nc2ccccc2[nH]1 (configuration not stated),10,.,?,30%
Cc1ccc(N2CC(C(=O)Nc3ccc(N(C)C)cc3)CC2=O)cc1C (configuration not stated),?,0,-10%,12%
C=CCn1c(SCC(=O)c2c(N)n(C)c(=O)n(C)c2=O)nc2sc(CC)cc2c1=O,9,80,-4%,6%
Cc1cc(-c2ccc(Cl)cc2)c(C#N)c(N)n1,?,52,-10%,-8%
N/C(=N\OC(=O)CSc1ccccc1)c1cccc([N+](=O)[O-])c1,.,?,-1%,.
Cc1c(C)n(CC(O)CN2CCCCCC2)c2ccccc12 (configuration not stated),3,?,-3%,22%
COc1cc(NC(=O)CCc2nc(-c3cccs3)no2)cc(OC)c1OC,3&7,-10,-4%,16%
Nc1cc(=O)[nH]c(SC/C=C/c2ccccc2)n1,2,-28,0%,24%
Oc1ccc(Br)cc1CNn1cnnc1,4,7,4%,-6%
COCc1[nH]nc2c1C(c1ccsc1)C(C#N)=C(N)O2 (configuration not stated),-1,2,-4%,-2%
CCN(c1ccccc1)S(=O)(=O)c1ccc(Cl)c(C(=O)NCCc2ccc(OC)cc2)c1,.,30,-7%,.
COc1cc(C(=O)Nc2ccc(S(=O)(=O)Nc3nccc(C)n3)cc2)cc(OC)c1OC,-5,?,1%,0%
COc1ccc(NC(=O)C(=O)N2N=C(C(C)C)CC2(O)C(F)(F)F)cc1 (configuration not stated),5,-6,-4%,-4%
O=S(=O)(c1cccs1)N1CCCc2ccccc21,5,?,-4%,2%
O=S(=O)(O)c1ccc(NN(c2c(O)ccc3ccccc23)S(=O)(=O)O)cc1,.,.,-1%[11.4 µM],-13%[11.4 µM]
COc1ccccc1CNC(=O)CSCc1cnn(-c2ccccc2)c1-n1cccc1,1,47,4%,2%

Entries of single compounds, looked up by structure.
`COc1cc(NC(=O)CCc2nc(-c3cccs3)no2)cc(OC)c1OC` reads IMPase inh: 3&7; PNC inhibitor: -10; ALOX12 inhib: -4%; 15-hLO-2 inh: 16%
`COCc1[nH]nc2c1C(c1ccsc1)C(C#N)=C(N)O2` (configuration not stated) reads IMPase inh: -1; PNC inhibitor: 2; ALOX12 inhib: -4%; 15-hLO-2 inh: -2%

(list continues)
SMILES,IMPase inh,PNC inhibitor,ALOX12 inhib,15-hLO-2 inh
CCCC(=O)NC(c1ccco1)c1c(O)ccc2ccccc12 (configuration not stated),4,-2,-3%,-6%
COC(=O)Nc1snnc1C,-4,-19,-1%,-9%
CCC(=O)c1cc2c(cc1NC(=O)c1cccs1)OCCO2,3,18,1%,5%
CSc1ccc(C#N)cc1NC(=O)c1ccc(Cl)cc1Cl,7,?,1%,2%
COc1ccccc1Cc1noc(COc2cccc(C)c2C)n1,2,-135*,-3%,4%
O=C(NC1CCCCC1)c1cccc(S(=O)(=O)N2CCOCC2)c1,-10[1.84 µM],?,-4%,2%[11.4 µM]
Cc1cc(Cl)ccc1Nc1ncccc1C(N)=O,.,-11,-10%,.
COC(=O)c1ccc(CSc2nc3c(c(=O)n2-c2ccc(Br)cc2)SCC3)o1,8,58,-9%,-13%
CCOC(=O)c1cnn(-c2ccc(C(C)C)cc2)c1NC(=O)C1CCC1,8,14,0%,1%
Cc1nc2ccc(NC(=S)NC(C)C)cc2nc1C,3,-27,-11%,-2%
COc1ccccc1-n1cnc(N)c1C(C)=O,16,?,0%,8%[2.29 µM]
CC(C)(C)OC(=O)N1CCCC1C(=O)O (configuration not stated),-1,10,3%,7%
CCn1c(=O)c(C(C)=O)nc2ccccc21,-11,-3,-7%,-6%
O=C(Cc1ccccc1)NN1C(=O)C2C3C=CC(C4CC34)C2C1=O (configuration not stated),.,?,0%,.
COc1ccc(CC(=O)OCC(=O)NCCc2ccccc2)cc1OC,-1,-11,-4%,.
COc1cc(/C=N/NC(N)=S)ccc1OCC(=O)Nc1ccc(C)cc1,3,38,1%,-16%
O=C(COc1ccc(Cl)cc1)Nc1nnc(-c2ccc3c(c2)CCCC3)o1,-3,169,-2%,.
N#Cc1c(NC(=O)CSc2nnnn2C2CCCCC2)sc2c1CCCC2,-3,50,1%,-12%
C[C@@]12CC(=O)NC1N(C(=O)c1cccc(C(F)(F)F)c1)C(c1ccccc1O)C2 (some centres not stated),0,?,1%,-5%
CCCC(=O)c1c[nH]c(C(=O)NCCc2ccccn2)c1,1,-4,1%,3%
C/C(Cn1nnc([N+](=O)[O-])n1)=N\NC(=O)c1ccccc1Cl,3,-26,-9%,2%
Cc1ccc(CNC(=O)c2cc3c(-c4ccc(Cl)cc4)nn(C)c3s2)o1,0,9,-10%,-2%
Cc1cc(C)c(S(C)(=O)=O)c(Oc2ccc(F)cc2)n1,4,74,5%,-2%
C=CCC(C)(NCc1ccccc1)c1ccco1 (configuration not stated),-3,-10,3%,7%
O=C1CCCc2nc(NCc3ccco3)ncc21,-2,?,-4%,-2%
CC(C)[C@@H](C(=O)OCC(=O)Nc1ccc2c(c1)OCO2)N1C(=O)c2ccccc2C1=O,8,52,-14%,-3%
O=C(Nc1cccc(-c2cn3ccsc3n2)c1)c1ccccc1,4,39,1%,8%
CCOC(=O)c1c(N)ssc1=S,1,?,-2%,-9%
CC(C)N(Cc1nc(-c2ccc(Cl)cc2)no1)C(=O)c1cccs1,3,31,-12%,-4%
Cc1ccc(S(=O)(=O)Nc2c(C)[nH]c(=O)[nH]c2=O)cc1C,.,-16,-2%,.
O=C1C2C3C=CC([C@@H]2C(=O)N1c1nccs1)C31CC1 (some centres not stated),-2,-13,-2%,2%
CCCCN1C(=O)CC(N2CCOCC2)C1=O (configuration not stated),-2,60,5%,-6%
O=C(C(Cc1ccccc1)n1cccc1)N1CCN(c2cccc(Cl)c2)CC1 (configuration not stated),12,15,-19%,9%
CC(C)(C)c1ccc(-c2nnc(SCC(=O)Nc3sc4c(c3C#N)CCCC4)o2)cc1,.,39,-3%,.
CC(C)(CO)Cc1cc(C(C)(C)C)c(O)c(C(C)(C)C)c1,-8,.,-6%,-8%
C=CCn1c(COc2ccc(F)cc2)nnc1SCC(=O)NC(=O)NCc1ccco1,10,-3,1%,2%
Cc1ccc(S(=O)(=O)NCc2ccco2)cc1C,8,17,1%,13%
Cc1ccc2nc(SCc3ccc([N+](=O)[O-])cc3)nc(C)c2c1,-5,?,3%,3%
COC(=O)c1cc(NC(=O)CC2NC3CCCCC3NC2=O)cc(C(=O)OC)c1 (configuration not stated),4,7,3%,-28%
CCOC(=O)C(NS(=O)(=O)c1ccccc1)(C(F)(F)F)P(=O)(OCC(C)C)OCC(C)C (configuration not stated),0,5,2%,-9%
Cc1ccc(-n2c(O)c(C=NCc3ccccn3)c3ccccc3c2=O)cc1,.,2,1%,.
Cc1nn(C)c(C)c1S(=O)(=O)N(CC(=O)NCCCOC(C)C)c1ccc(C(C)C)cc1,-20,-24,-4%,-1%
CC[C@@H]1OC(=O)[C@@H](C)[C@H](O[C@H]2C[C@@](C)(OC)[C@@H](O)[C@H](C)O2)C(C)[C@H](O[C@H]2O[C@@H](C)C[C@@H](N(C)C)[C@@H]2O)[C@@](C)(O)C[C@H](C)C(=O)[C@@H](C)[C@H](O)[C@@]1(C)O (some centres not stated),3,.,-5%,-1%
CC1(C)CC2CC(C)(CN2C(=O)C23CCC(C)(C(=O)C2)C3(C)C)C1 (configuration not stated),.,17,-1%,.
COc1ccccc1-c1ccc(=O)n(CC(=O)NC(C)(C)C)n1,3,15,-4%,-1%
O=C(NNC(=O)c1cc2c(s1)CCCC2)c1ccccc1,.,60,0%,.
CCC(C)NC(=O)CSc1nc2c(sc(=S)n2Cc2ccco2)c(=O)n1-c1ccccc1 (configuration not stated),5,-15,-5%,-8%
CC(C)(C)c1ccc(C(=O)c2c[nH]c(C(=O)NCc3cccs3)c2)cc1,?,-11,-5%,-11%
CC(C)(C[C@@]1(C)NC(=O)NC1=O)OCc1ccccc1,.,.,-5%[11.4 µM],-4%[11.4 µM]
CCOC(=O)C1=C(CNCc2ccc(C)cc2)NC(=O)NC1c1cc(C)ccc1C (configuration not stated),0,31,-14%,35%[activator]

Next compounds.
SMILES,IMPase inh,PNC inhibitor,ALOX12 inhib,15-hLO-2 inh
Cc1nnc(C)n1/N=C/c1cccs1,5,42,-1%,?
CCOc1ccc(C(=O)CCN2CCCCCC2)cc1,9,19,-6%,-25%
CC1(C)CC(NC(=O)CC(c2ccccc2)c2ccccc2)CC(C)(C)N1,2,-2,0%,17%
CC(C)n1cc(-c2ccc(Cl)cc2)cc(C#N)c1=O,4,0,-7%,2%
O=C1NC(=O)/C(=C\c2ccccc2OCc2cccc([N+](=O)[O-])c2)N1,.,-6,-1%,.
CCOC(=O)c1c(N)sc2c(OC)c(Br)ccc12,?,-27,-18%,14%
CCOC(=O)c1ccc(N2C(=O)c3n[nH]c(-c4ccco4)c3C2c2ccc([N+](=O)[O-])cc2)cc1 (configuration not stated),.,6,-7%,.
COc1cccc(/C=N/Nc2ncc(C(F)(F)F)cc2Cl)c1O,.,-86*,-7%,.
O=C(c1cccc(F)c1)N1CCC[C@@]2(CCN(c3ncccn3)C2)C1,.,.,0%,-5%
O=C1c2ccccc2C(=O)N1CCc1nc(-c2cccnc2)no1,11,27,-5%,2%
O=C(/C=C/c1ccc(Br)cc1)NCc1cccs1,.,-21,0%,.
CN1CCN(C(=O)c2sc(=S)n(-c3ccccc3)c2N)CC1,-4,-97*,0%,-5%
